High-throughput results (PubChem BioAssay)
PhoP GFP inhibition: PhoP regulon inhibitors, Salmonella typhi PhoP promoter GFP reporter, confirmatory (AID 1850) | Salmonella Typhi PhoP-promoter GFP reporter, fluorescence, 4 h; higher % means a stronger effect | one-dose inhibition, % at 50 µM; IC50 in µM for titrated hits | 0.33% of 310,000 active; in the data active means a potency from the dose series; inconclusive means inhibition mostly from about 25% at the one dose, without a potency; inactive means the rest, 99 in 100 with inhibition below about 19%;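 further: 0% = induced wells with vehicle and 100% = uninduced wells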
M. tuberculosis HTS: M. tuberculosis growth inhibition, HTS (AID 449762); M. tuberculosis H37Rv growth inhibition, 7H9 media; higher % means a stronger effect; inhibition, % at 25 µM; hits with a dose series show IC50 in µM; 0.59% of 330,000 active; in the data active means a potency from the dose series; inconclusive means inhibition above about 70% without an active follow-up result;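 further: bacterial growth assessed after seven days of incubation; strong numbers were not always called active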
H1N1 NS1A inhibition: NS1A inhibition, H1N1 influenza, cell based functional assay (AID 504329); NS1A functional cell-based assay, percent inhibition; higher % means a stronger effect; inhibition, % at 12.5 µM; hits with a dose series show IC50 in µM; 0.3% of 340,000 active; in the data active means a potency from the dose series; inconclusive means inhibition above about 27% without an active follow-up result; further: strong numbers were not always called active
M. tuberculosis: growth inhibition of non-replicating M. tuberculosis (AID 488890) | Mycobacterium tuberculosis non-replicating, growth inhibition; higher % means a stronger effect | inhibition, % at 25 µM, or IC50 in µM where a hit was titrated | 0.39% of 320,000 active; in the data active means a potency from the dose series; inconclusive means inhibition mostly from about 82% at the one dose, without a potency; inactive means the rest, 99 in 100 with inhibition below about 76%;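 further: plate controls were DMSO cells for no effect and high antibiotic wells for full effect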
inhibitors of VEEV: inhibitors of VEEV TC-83 cytopathic effect, confirmation, Vero cells (AID 588727) | 0.13% of 350,000 active | Vero cells, VEEV TC-83 cytopathic effect inhibition; higher % means a stronger effect | inhibition, % at 20 µM, or IC50 in µM where a hit was titrated; in the data active means a potency from the dose series; inconclusive means inhibition mostly from about 14% at the one dose, without a potency; inactive means the rest, 99 in 100 with inhibition below about 12%; further: strong numbers were not always called active
inhibitors of VEEV 10K pilot screen: further read-out of inhibitors of VEEV, marked with its call; inhibition, %; measured here: 10K pilot screen inhibition
Starred values were filed as active, the others as inactive; i = inactive; ? = inconclusive; . = no result given.

SMILES	PhoP GFP inhibition	M. tuberculosis HTS	H1N1 NS1A inhibition	M. tuberculosis	inhibitors of VEEV	others
Cc1ccc(-c2ccccc2)n1-c1ccc(C(=O)O)cc1	8.2%	21.1%	-5.5%	77.1%	0.7%
FC(F)(F)c1nnc(Nc2ccc(Cl)cc2)s1	13.5%	-5.0%	.	25.3%	i
CC(C)c1ccc(NC(=S)N(C)CCc2ccccn2)cc1	3.2%	-5.3%	-8.3%	16.7%	1.2%
CCOC(=O)N1CCN(c2ccnc3cc(Cl)ccc23)CC1	-0.3%	-1.8%	12.0%	51.4%	1.6%
O=C(Cc1coc2ccc3ccccc3c12)N1CCN(c2ncccn2)CC1	4.9%	11.2%	8.6%	63.4%	5.4%
C#CCOCCOCCOCCNc1nc(N2CCN(C(=O)[C@H](CCC(=O)O)n3cc(C(N)[C@H](C)CC)nn3)CC2)nc(N2CCN(C(=O)[C@H](Cc3cc4ccccc4[nH]3)n3cc(C(N)[C@H](C)CC)nn3)CC2)n1 (some centres undefined)	-6.5%	0.5%	.	-6.0%	.
Cc1ccc2cc3c(N)c4c(C)ccc(C)c4nc3nc2c1	.	.	-4.2%	.	i
Cc1cc(=O)oc(C)c1C(=O)Nc1ccc2nsnc2c1	4.6%	0.1%	-8.5%	1.0%	2.8%
COc1ccc(C(c2nnnn2CC2CCCO2)N2CCN(c3ccccc3)CC2)cc1 (centres undefined)	4.3%	1.2%	-0.6%	14.3%	3.5%
Cc1cc2ccccn2c1C(=O)Nc1ccccc1	-3.5%	2.1%	6.9%	15.9%	0.2%
O=C(NN1C(=O)C2C3c4ccccc4C(c4ccccc43)[C@@H]2C1=O)c1ccccc1 (some centres undefined)	-4.5%	0.4%	-2.5%	-6.8%	i
COc1ccc(CC(=O)NC2CC2)cc1OC	1.4%	0.3%	15.7%	-15.5%	0.6%
Cc1ccc2c(CN3CCN(S(=O)(=O)c4ccc5c(c4)OCCO5)CC3)cc(=O)oc2c1C	-3.4%	-9.4%	-1.0%	22.1%	i
CSCCNC(=O)c1ccc2nc(C3CCCCC3)oc2c1	-4.9%	14.1%	-5.9%	22.7%	1.2%
Cc1ccc(S(=O)(=O)N2[C@@H](c3ccc(Cl)c(Cl)c3)C(C(=O)O)=C[C@H]2C(C)(C)C)cc1	.	-1.7%	-21.0%	75.7%	1.1%
Cc1cc(C)n2c(=O)c3ccc(Cl)cc3nc2c1C#N	2.4%	5.2%	-17.9%	14.6%	0.6%
O=C(c1cccs1)N1CC=C(c2ccccc2)CC1	.	9.0%	-12.4%	75.4%	i
O=C(CCCc1ccccc1)NCc1cccnc1	-7.0%	10.2%	3.0%	17.3%	0.8%
CCCc1cc(=O)oc2c3c(c4c(c12)OC(C)(C)C=C4)OC(C)C(C)C3O (centres undefined)	-15.2%	?	7.8%	74.9%	4.2%
COc1ccccc1N1C(=O)c2cccc3c(Cl)ccc(c23)C1=O	-13.9%	6.0%	-15.4%	-18.1%	4.6%
O=c1[nH]c(N2CCCCC2)nc2c1CCCC2	-5.6%	-8.3%	-7.2%	-10.6%	1.0%
Cc1onc(C(=O)Nc2ccccc2C(F)(F)F)c1[N+](=O)[O-]	-15.9%	0.8%	-3.4%	5.7%	0.9%
NNC(=O)c1nnn(-c2nonc2N)c1CN1CCCC1	1.5%	0.1%	-7.5%	7.6%	4.4%
CCOC(=O)c1sc2nccc(OC)c2c1N=CNOC	2.4%	-3.1%	-1.2%	0.7%	3.0%	inhibitors of VEEV 10K pilot screen=1.6
Cc1ccc(C)c(NC(=O)NNC(=O)c2cc3ccccc3cc2O)c1	-8.1%	0.6%	-6.0%	-8.2%	i

Grouped by structure: the compounds so far with a thiophene ring, fused or not.
SMILES	PhoP GFP inhibition	M. tuberculosis HTS	H1N1 NS1A inhibition	M. tuberculosis	inhibitors of VEEV	others
O=C(c1cccs1)N1CC=C(c2ccccc2)CC1	.	9.0%	-12.4%	75.4%	i
CCOC(=O)c1sc2nccc(OC)c2c1N=CNOC	2.4%	-3.1%	-1.2%	0.7%	3.0%	inhibitors of VEEV 10K pilot screen=1.6

Remaining list, next part.
SMILES	PhoP GFP inhibition	M. tuberculosis HTS	H1N1 NS1A inhibition	M. tuberculosis	inhibitors of VEEV	others
O=S(=O)(c1ccc(F)cc1)N1CCC(O)(c2ccc3c(c2)OCO3)CC1	-4.9%	-19.0%	1.3%	3.6%	0.7%
O=C(NC1CCCC1)C(c1ccc(Cl)cc1)N1CCN(C2CCCCC2)CC1 (centres undefined)	0.3%	1.3%	0.5%	14.2%	2.1%
Cc1ccc(-n2c(C)cc(/C=c3/sc4nc5ccccc5n4c3=O)c2C)cc1	-17.0%	-0.7%	.	16.7%	.
Clc1ccc(C(OCCN2CCCCC2)c2ccccc2)cc1 (centres undefined)	-9.3%	-1.8%	4.1%	40.7%	i
COc1ccc2c(CC(=O)OCC(=O)NC(=O)c3cccn3C)coc2c1	-3.7%	2.7%	2.6%	31.3%	1.3%
O=C(COc1cccnc1[N+](=O)[O-])NCCc1ccccc1	5.3%	-1.1%	6.1%	-8.5%	0.9%
CC(=O)NC1(c2ccc(F)cc2)CCN(C(=O)c2c(F)cccc2F)CC1	5.2%	0.6%	3.8%	6.2%	1.1%
COc1ccc(-c2cc(C(=O)NCC3CCCO3)c3ccccc3n2)cc1 (centres undefined)	-5.5%	-0.9%	-3.1%	20.6%	11.8%
CCc1sc(C(=O)Nc2cccc(-n3cnnn3)c2)cc1C	.	-6.9%	-5.4%	18.8%	2.4%
Cc1ccc(NC(=O)Cn2ncc(Cl)c(Cl)c2=O)cc1S(=O)(=O)N1CCCCC1	.	-2.9%	0.6%	66.2%	i
Cn1cc(C(=O)Nc2ccccn2)c(=O)c2ccccc21	.	.	-22.2%	.	1.5%
CCOC(=O)C(NC(=O)c1cccc(Cl)c1)(Nc1nnc(C)s1)C(F)(F)F (centres undefined)	-1.1%	-7.2%	-11.8%	-9.8%	1.0%
CCOc1cc(Cl)c(S(=O)(=O)NCCCn2ccnc2)cc1Cl	-0.2%	-1.3%	-13.3%	41.7%	i
O=C(Nc1nnc(CSCc2ccc(Cl)cc2)s1)c1cccc([N+](=O)[O-])c1	-2.6%	4.4%	-2.7%	17.5%	i
CCCCOC(=O)C(NC(=O)c1ccccc1)=C(C)C	1.9%	-6.6%	-17.5%	3.9%	i
CCC1(c2ccc(F)cc2)NC(=O)N(CC(=O)NCC(=O)Nc2cccc(C)c2C)C1=O (centres undefined)	-2.9%	-6.6%	6.5%	-3.8%	0.1%
O=C(Nc1ccncc1NC(=O)c1cccc([N+](=O)[O-])c1)c1cccc([N+](=O)[O-])c1	-11.0%	1.3%	11.3%	-3.2%	0.4%
Cc1ccc(C(=O)NCCCN2CCOCC2)cc1N1CCCC1=O	3.8%	-10.9%	5.3%	-6.4%	0.4%
Cc1csc2nc(O)c(C(=O)NCC3CCCO3)c(=O)n12 (centres undefined)	1.8%	-8.7%	0.4%	6.1%	1.5%
CCN(CC(=O)Nc1c(F)cccc1F)C(=O)CNC(=O)c1ccc2c(c1)OCO2	-4.5%	-20.7%	-9.3%	-2.4%	1.0%
CC(OC(=O)c1ccc2c(c1)C(=O)N(Cc1ccncc1)C2=O)C(=O)Nc1cccc(Cl)c1Cl (centres undefined)	6.0%	-1.6%	1.0%	-11.4%	i
COc1ccc(S(C)(=O)=O)cc1S(C)(=O)=O	-1.6%	-3.9%	-10.1%	-4.2%	1.9%
COc1ccccc1N=C1SCC(=O)N1Cc1ccco1	-2.1%	-4.2%	-9.1%	15.2%	1.2%
OC(CN1CCN(c2ccccc2)CC1)c1ccc2c(c1)CCN2 (centres undefined)	-7.5%	-6.6%	5.8%	1.2%	0.7%
CC(C)OCCCNC(=O)c1sc(=S)n(C)c1N	-1.6%	-10.1%	-7.4%	2.0%	5.2%

For convenience, part of the list above:
SMILES	PhoP GFP inhibition	M. tuberculosis HTS	H1N1 NS1A inhibition	M. tuberculosis	inhibitors of VEEV	others
CCCCOC(=O)C(NC(=O)c1ccccc1)=C(C)C	1.9%	-6.6%	-17.5%	3.9%	i
CCC1(c2ccc(F)cc2)NC(=O)N(CC(=O)NCC(=O)Nc2cccc(C)c2C)C1=O (centres undefined)	-2.9%	-6.6%	6.5%	-3.8%	0.1%
O=C(Nc1ccncc1NC(=O)c1cccc([N+](=O)[O-])c1)c1cccc([N+](=O)[O-])c1	-11.0%	1.3%	11.3%	-3.2%	0.4%
Cc1ccc(C(=O)NCCCN2CCOCC2)cc1N1CCCC1=O	3.8%	-10.9%	5.3%	-6.4%	0.4%

(listing goes on)
SMILES	PhoP GFP inhibition	M. tuberculosis HTS	H1N1 NS1A inhibition	M. tuberculosis	inhibitors of VEEV	others
COc1ccc(C(=O)N=C2SC3CS(=O)(=O)CC3N2c2ccc(C(C)=O)cc2)cc1 (centres undefined)	6.4%	6.0%	0.4%	-0.7%	2.0%
O=C(OC1CCOC1=O)c1cc(Cl)ccc1[N+](=O)[O-] (centres undefined)	-4.8%	-0.2%	1.8%	-5.8%	i
COc1cccc(OC)c1C(=O)NC(=S)NCc1ccco1	1.8%	-0.8%	-13.1%	11.7%	i
COc1ccc(NC(=O)C2CC(=O)N(c3ccccc3C)C2)c(OC)c1 (centres undefined)	1.6%	-12.0%	2.8%	-13.3%	5.2%
CC1CCCC(NC(=O)COC(=O)Cc2c[nH]c3ccccc23)C1C (centres undefined)	i	0.6%	-6.9%	7.5%	i
N#Cc1ccc(C(=O)Nc2ccn(-c3ccccc3)n2)cc1	-7.4%	13.1%	0.1%	68.9%	0.3%
CC(=O)c1cc(C#N)c(NCCCN(C)C)nc1C	9.3%	-12.1%	-1.0%	-31.0%	0.4%
CC(CC(=O)Nc1cccc(F)c1)S(=O)(=O)c1ccc2c(c1)NC(=O)CO2 (centres undefined)	7.8%	2.3%	5.1%	-3.2%	i
NC(=O)c1nn(CC(=O)Nc2cccc(S(=O)(=O)N3CCCCCC3)c2)c(=O)c2ccccc12	.	17.9%	-6.5%	29.2%	0.5%
COc1cccc(NC(=O)C(Sc2nnnn2C)c2ccccc2)c1 (centres undefined)	-12.0%	-5.4%	-11.7%	10.8%	i
CSc1sc(C(=O)NCC2CC2)c2c1S(=O)(=O)N(C)c1ccccc1-2	-10.6%	9.4%	-23.4%	-5.4%	0.4%
CCCCOC(=O)n1c(SCC(=O)N(C)C)nc2ccccc21	-2.3%	-3.6%	-1.1%	-0.6%	i
CC1CCc2nc3ccc(S(=O)(=O)N4CCC(C(=O)NC5CCCC5)CC4)cc3c(C(=O)O)c2C1 (centres undefined)	.	.	1.9%	.	0.2%
CCN1C(=O)[C@H]2[C@H]3CN=C(SC)N3[C@@](C)(C(=O)OC)[C@H]2C1=O	.	.	-7.0%	.	i
Cn1ncc(Cl)c1C(=O)NC(=S)Nc1sc2c(c1C#N)CCCCC2	-23.5%	-3.0%	-1.3%	17.4%	i
OC(CNCCc1ccccc1)COc1ccc(OCC(O)CNCCc2ccccc2)cc1 (centres undefined)	35.8µM*	-2.0%	15.8%	59.6%	9.7%
Cc1ccc(OCC(O)CNCc2ccc(F)cc2)cc1 (centres undefined)	-1.3%	-5.3%	4.0%	21.0%	0.8%
Cc1ccc(NC(=S)NC2CCSc3ccccc32)cc1 (centres undefined)	1.1%	10.6%	-10.1%	79.1%	i
O=C(Nc1nccs1)C1CC(=O)N(c2ccc(Cl)cc2)C1 (centres undefined)	-3.7%	-0.5%	0.5%	53.0%	0.3%
C=CCc1cc(C)ccc1OCCn1ccnc1	0.6%	1.5%	-7.6%	26.1%	i
O=C(N/N=C/c1ccncc1)c1cc(-c2ccc(Br)s2)[nH]n1	0.5%	-5.3%	1.4%	67.7%	3.2%
COC(=O)c1c(C)oc2ccc(N(C(=O)c3ccncc3)S(=O)(=O)c3ccc(C)cc3C)cc12	-5.9%	1.9%	10.7%	20.6%	0.3%
CCOC(=O)/C(C#N)=C/Nc1cc(C(C)(C)C)sc1C(C)=O	4.8%	-11.4%	-5.2%	-17.7%	9.1%
Cc1noc(C)c1CN1C(=O)c2ccccc2C1=O	-8.1%	1.7%	-7.7%	4.2%	0.1%
COC(=O)[C@H](Cc1ccccc1)NC(=O)N1CCC(C)CC1	-9.5%	0.3%	7.1%	4.8%	1.1%
COCC(=O)NC1CC2CCC(C1)N2C(=S)Nc1ccccc1C(=O)OC (centres undefined)	7.6%	-1.6%	0.0%	5.2%	0.1%
